Bcl-xL primary: blocks human Bcl-xL binding to Bim BH3 peptide; GST-Bcl-xL / FITC-Bim BH3 peptide fluorescence polarization; inhibition, % at 10.9 µM; 320,000 compounds, 0.7% hits; AID 2129;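 active means inhibition above the mean of all tested compounds plus 3 SD, cutoff set per campaign, cut at about 30% in these data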;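 further: 0% = DMSO wells and 100% = unlabeled Bim-BH3 peptide competitor; inhibitors lower millipolarization by displacing the labeled peptide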
Target sequence (Q07817 whole entry, looked up): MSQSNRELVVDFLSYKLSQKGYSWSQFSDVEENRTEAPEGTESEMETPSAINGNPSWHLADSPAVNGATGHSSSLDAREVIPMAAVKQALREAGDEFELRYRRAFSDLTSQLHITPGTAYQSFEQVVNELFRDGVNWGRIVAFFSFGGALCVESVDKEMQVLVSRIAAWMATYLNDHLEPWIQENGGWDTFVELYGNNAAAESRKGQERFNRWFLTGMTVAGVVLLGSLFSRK
Fam108B counter: Fam108B inhibition, counter-screen for RBBP9 inhibitors. recombinant Fam108B, FP-Rh probe fluorescence polarization. inhibition, % at 9.51 µM. 300,000 compounds, 0.33% hits. AID 1947;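 active means inhibition above the screen mean inhibition plus 3 SD, computed separately per campaign, cut at about 18% in these data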;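 further: inhibitors lower polarization as less probe binds the enzyme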
VLA-4 inh: inhibition in a human VLA-4 binding assay; P13612; VLA-4 expressing cells, ligand binding flow cytometry; inhibition, % (about 7 µM as worked out from the volumes in the protocol); 330,000 compounds, 0.2% hits; AID 2557; in the data active means inhibition above about 50%
CIT2-GFP yeast: yeast TOR pathway CIT2-GFP modulation. S. cerevisiae CIT2-GFP strain, flow cytometry, 3 h; 100 means same as DMSO wells. 320,000 compounds, 0.065% hits. AID 2029. GFP response vs DMSO, % at 10 µM;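 active means GFP response relative to DMSO above a set limit, near the screen mean plus 3 SD, cut at about 150% in these data; inconclusive means Fewer than 70 cells measured for a yeast strain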;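 further: ratio of well median GFP fluorescence to mean of DMSO wells on the plate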
MEX-5 binding: C. elegans MEX-5 TCR-2 RNA binding activity; Q9XUB2; MEX-5/FITC-TCR2 RNA binding, fluorescence polarization; active compounds read low; activity score (negative = inhibition of binding), % at 10 µM; 300,000 compounds, 0.38% hits; AID 1832;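 active means inhibition past about -25% in most replicates, and total fluorescence under double the plate's negative control median, limit read from the data; inconclusive means replicates evenly split on the limit, or fluorescence at least double controls; inactive means too little inhibition in most replicates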;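 further: 0% = DMSO and -100% = 5 µM competing unlabeled TCR2 RNA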
AGP1 TOR yeast: yeast TOR pathway AGP1-GFP modulation; S. cerevisiae AGP1-GFP multiplex flow cytometry, 3 h; GFP as percent of DMSO wells; GFP response vs DMSO, % at 10 µM; 320,000 compounds, 0.02% hits;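 active means GFP response relative to DMSO above a set limit, near screen average plus 3 SD, cut at about 150% in these data; inconclusive means fewer than 70 cells counted for the yeast strain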;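 further: median GFP channel fluorescence of the gated AGP1 strain per well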
GLD-1 RNA inh: GLD-1-TGE RNA interaction inhibition (C. elegans); purified GLD-1 + fluorescein TGE RNA, fluorescence polarization; inhibition, % at 5.96 µM; 320,000 compounds, 0.44% hits;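 active means percent inhibition above a per-plate cutoff, the plate mean of test compounds plus 3 SD, cut at about 30% in these data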;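 further: 0% = DMSO wells with GLD-1 and probe and 100% = wells lacking GLD-1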
Target sequence (Q17339 whole entry, looked up): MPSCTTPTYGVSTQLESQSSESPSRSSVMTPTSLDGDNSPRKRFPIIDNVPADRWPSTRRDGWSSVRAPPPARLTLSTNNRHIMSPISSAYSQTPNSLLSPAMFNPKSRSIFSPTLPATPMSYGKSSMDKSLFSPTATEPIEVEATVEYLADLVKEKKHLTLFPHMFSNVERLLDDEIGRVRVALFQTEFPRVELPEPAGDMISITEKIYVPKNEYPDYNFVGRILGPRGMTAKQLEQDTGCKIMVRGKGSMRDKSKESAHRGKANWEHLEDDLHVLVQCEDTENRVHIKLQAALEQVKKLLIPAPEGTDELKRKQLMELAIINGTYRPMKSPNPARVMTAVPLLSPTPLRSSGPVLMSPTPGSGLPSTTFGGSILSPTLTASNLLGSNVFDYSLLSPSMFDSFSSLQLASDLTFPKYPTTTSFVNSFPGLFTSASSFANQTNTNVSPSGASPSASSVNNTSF
GRK2 inh: blocks RNA aptamer binding to human GRK2; AID 488847; 330,000 compounds, 0.59% hits; inhibition of aptamer binding, % at 10 µM; bead flow cytometry, FAM-aptamer displacement from GRK2; P25098;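 active means inhibition of aptamer binding above 40%, roughly 3 SD of noise, on plates passing a quality check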;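 further: median bead fluorescence of bound FAM aptamer so fluorescent compounds give negative values; no value below 0 was filed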
MCL1-BIM inh: MCL1-BIM-BH3 interaction inhibition (human) | 320,000 compounds, 0.68% hits | inhibition, % at 10.9 µM | GST-MCL1 / FITC-Bim-BH3 fluorescence polarization | Q07820;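 active means inhibition above the mean inhibition of all tested compounds plus 3 SD, set per campaign, cut at about 40% in these data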;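 further: 0% = DMSO wells and 100% = unlabeled Bim-BH3 peptide control; higher means more loss of mP so more displacement of Bim peptide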
Target sequence (Q07820 whole entry, looked up): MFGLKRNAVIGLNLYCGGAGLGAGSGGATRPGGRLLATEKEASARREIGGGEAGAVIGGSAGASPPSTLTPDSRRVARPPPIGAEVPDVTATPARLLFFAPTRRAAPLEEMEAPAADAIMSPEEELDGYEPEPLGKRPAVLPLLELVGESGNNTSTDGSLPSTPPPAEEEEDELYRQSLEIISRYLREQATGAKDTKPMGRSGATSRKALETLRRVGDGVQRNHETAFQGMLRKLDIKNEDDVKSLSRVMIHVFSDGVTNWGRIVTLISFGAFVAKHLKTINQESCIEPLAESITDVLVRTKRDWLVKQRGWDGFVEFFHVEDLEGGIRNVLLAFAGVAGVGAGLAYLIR
* hit, by the source's call; u = inconclusive; x = not tested or not shown; [ ] = remark or other dose.

SMILES	Bcl-xL primary	Fam108B counter	VLA-4 inh	CIT2-GFP yeast	MEX-5 binding	AGP1 TOR yeast	GLD-1 RNA inh	GRK2 inh	MCL1-BIM inh
CC(C)(C)OC(=O)N1Cc2[nH]c3ccccc3c2C[C@@H]1C(=O)O	-1	x	7	85	x	99	1	22	1
CCc1ccc2[nH]c(=O)c(CN(CCN(C)C)C(=S)NCc3ccco3)cc2c1	0	2	1	90	0.1	89	-1	0	-2
COCC1CCN(C(=O)CCc2nnc(C3(c4ccc(Cl)cc4)CCC3)o2)CC1	1	4	-1	96	0.4	100	5	3	-1
CC1CCc2[nH]c3ccc(C(=O)O)cc3c2C1 (centres undefined)	2	-3	1	96	0.9	84	-10	4	-8
COc1ccc(C2CC(=O)c3sc(N)nc3C2)cc1 (centres undefined)	9	5	11	84	0.6	102	0	0	7
O=C(N1CCCC1)N1CCN(S(=O)(=O)c2ccccc2)CC1	-1	1	8	112	-0.3	99	5	3	-5
COC(=O)c1c(NC(=O)COC(=O)CCNS(=O)(=O)c2ccc(NC(C)=O)cc2)sc(C)c1C	-7	-3	-5	95	-0.3	108	2	1	-5
O=S(=O)(c1ccc(Cl)cc1)N1CCC(O)(c2cccnc2)CC1	4	0	-11	98	1.8	97	-5	0	6
O=C(Nc1cnn(C23CC4CC(CC(C4)C2)C3)c1)c1cc(-c2ccccc2)on1	-2	-26	-4	95	-1.5	99	11	0	-3
CCC1=NN2C(=N)/C(=C\c3cccn3-c3cccc(Cl)c3)C(=O)N=C2S1	5	-5	6	103	-13	96	-5	1	-6
O=C(CN(c1ccccc1)S(=O)(=O)c1ccccc1)N/N=C/c1ccco1	3	0	13	99	0.5	97	4	0	1
O=[N+]([O-])c1ccccc1C1Nc2cccc3cccc(c23)N1	8	8	11	u	1.3	24[may fluoresce violet]	4	5	17
CCOC(=O)c1cn(CC2CC2)c2cc(F)c(F)cc2c1=O	-4	-1	-2	89	-2.1	97	-5	3	-6
Clc1cccc(Cl)c1COc1ccccc1CNn1cnnc1	-1	0	3	101	-0.6	107	-4	4	7
CCOCCCNS(=O)(=O)c1ccc(NC(=O)C2CC(=O)N(c3ccc(C)cc3)C2)cc1 (centres undefined)	2	0	3	104	1.4	103	4	0	-3
Cc1cccc(Cc2ncc(C(F)(F)F)cc2Cl)c1	-2	-2	0	99	0.3	95	6	0	-4
COc1ccc(NC(=O)c2cccc(NC(=O)C(C)C)c2)c([N+](=O)[O-])c1	-2	1	12	101	1.9	98	6	0	3
CCOC(=O)c1cnn(-c2ccc(F)cc2)c1N	-3	-1	-1	101	-0.8	95	7	5	-5
CCCn1c(=N)c(S(=O)(=O)c2ccccc2)cc2c(=O)n3ccccc3nc21	-3	-3	-2	99	-6.6	103	-8	0	3
COC(=O)CC1(C(=O)OC)Oc2ccc(Br)cc2C(=O)N1c1cccc(Cl)c1Cl (centres undefined)	4	0	10	101	-0.3	101	7	1	2
CCOC(=O)c1c(CN2CCCCC2)n(C)c2ccc(OC)c(S(=O)(=O)c3ccccc3)c12	6	7	5	93	-0.7	96	2	2	3
CC(C)(C)Cc1nnc(NC(=O)c2ccco2)s1	1	1	-3	98	0.9	90	0	2	4
CN(C(=O)C1CCOC1)c1nnc(-c2ccccn2)s1 (centres undefined)	3	-1	8	95	-0.7	106	6	0	1
COc1ccc([C@H]2CC(=O)C=C(c3cc(Cl)ccc3C)C2)cc1	5	x	-9	100	x	94	3	0	-4
C[C@H](NC(=O)c1nc[nH]c1C(=O)NCc1ccc(CNC(=O)OC(C)(C)C)cc1)C(=O)OCc1ccccc1	x	x	-7	93	x	102	9	0	x
N/C(=N\OC(=O)/C=C/c1ccccc1Cl)c1cccnc1	6	3	-4	101	0.3	91	0	75*	5
Cc1nn(-c2ccccc2)c(N)c1N=Nc1ccc(Cl)cc1	1	-1	11	102	1.0	93	6	3	7
FC(F)(F)c1ccccc1CN1CCC(Cc2ccccc2)CC1	1	-4	0	108	-0.9	101	8	0	15
CN=C1SC(CC(=O)Nc2ccccc2F)C(=O)N1/N=C/c1ccc(O)c(OC)c1 (centres undefined)	-2	4	-17	90	-3.5	102	0	3	3
CCCN1CCN(c2nc3c([nH]2)c(=N)ncn3CC(O)CO)CC1 (centres undefined)	5	5	4	93	-1.8	99	6	0	0
C#CCSc1nc(N)c2c(n1)OC(N)=C(C#N)C2c1cccnc1 (centres undefined)	7	1	4	109	0.1	98	3	1	1
C=Cn1c(N2CCOCC2)nc2c1c(=O)[nH]c(=O)n2C	2	-4	2	98	1.2	96	4	0	4
CCOc1ccc(Cl)cc1S(=O)(=O)N1CCN(c2ccc(C)c(C)c2)CC1	3	1	9	104	4.6	102	3	3	4
Cc1cc(C)cc(C(=O)OCC(=O)NCc2cccs2)c1	3	-1	11	90	-0.4	82	0	10	-5
C=CCn1c(C)cc(C(=O)COC(=O)c2cncc(Br)c2)c1C	8	x	32	106	x	110	-1	4	7
O=C(Oc1ccc2ccc(=O)oc2c1)c1ccco1	3	2	-2	94	1.3	92	-3	0	3
O=C(O)C1NCCc2ccccc21 (centres undefined)	11	3	8	x	1.0	100	0	0	8
C[C@H](CO)N1C[C@H](C)[C@@H](CN(C)S(=O)(=O)c2ccc(F)cc2)Oc2c(NC(=O)Nc3ccc4c(c3)OCO4)cccc2C1=O	x	x	8	89	x	95	0	0	x
C/C=C/c1ccc(OCC(=O)N(C)CC(=O)Nc2ccc(F)cc2)c(OC)c1	-1	-1	-1	110	1.3	107	1	4	-5
COc1ccc(S(=O)(=O)n2cnc3ccccc32)cc1	7	1	6	101	-2.9	100	9	0	0

In another format: 13 of the compounds above.
mol,Bcl-xL primary,Fam108B counter,VLA-4 inh,CIT2-GFP yeast,MEX-5 binding,AGP1 TOR yeast,GLD-1 RNA inh,GRK2 inh,MCL1-BIM inh
C[C@H](NC(=O)c1nc[nH]c1C(=O)NCc1ccc(CNC(=O)OC(C)(C)C)cc1)C(=O)OCc1ccccc1,x,x,-7,93,x,102,9,0,x
N/C(=N\OC(=O)/C=C/c1ccccc1Cl)c1cccnc1,6,3,-4,101,0.3,91,0,75*,5
Cc1nn(-c2ccccc2)c(N)c1N=Nc1ccc(Cl)cc1,1,-1,11,102,1.0,93,6,3,7
FC(F)(F)c1ccccc1CN1CCC(Cc2ccccc2)CC1,1,-4,0,108,-0.9,101,8,0,15
CN=C1SC(CC(=O)Nc2ccccc2F)C(=O)N1/N=C/c1ccc(O)c(OC)c1 (centres undefined),-2,4,-17,90,-3.5,102,0,3,3
CCCN1CCN(c2nc3c([nH]2)c(=N)ncn3CC(O)CO)CC1 (centres undefined),5,5,4,93,-1.8,99,6,0,0
C#CCSc1nc(N)c2c(n1)OC(N)=C(C#N)C2c1cccnc1 (centres undefined),7,1,4,109,0.1,98,3,1,1
C=Cn1c(N2CCOCC2)nc2c1c(=O)[nH]c(=O)n2C,2,-4,2,98,1.2,96,4,0,4
CCOc1ccc(Cl)cc1S(=O)(=O)N1CCN(c2ccc(C)c(C)c2)CC1,3,1,9,104,4.6,102,3,3,4
Cc1cc(C)cc(C(=O)OCC(=O)NCc2cccs2)c1,3,-1,11,90,-0.4,82,0,10,-5
C=CCn1c(C)cc(C(=O)COC(=O)c2cncc(Br)c2)c1C,8,x,32,106,x,110,-1,4,7
O=C(Oc1ccc2ccc(=O)oc2c1)c1ccco1,3,2,-2,94,1.3,92,-3,0,3
O=C(O)C1NCCc2ccccc21 (centres undefined),11,3,8,x,1.0,100,0,0,8

Going on with the list:
SMILES	Bcl-xL primary	Fam108B counter	VLA-4 inh	CIT2-GFP yeast	MEX-5 binding	AGP1 TOR yeast	GLD-1 RNA inh	GRK2 inh	MCL1-BIM inh
CCOC(=O)C1CCN(Cc2ccc(OCc3ccccc3)cc2)CC1	3	-3	4	100	-1.1	97	4	0	8
COCc1ccc(C(=O)N2CCCC(Nc3ccc4c(c3)OCCO4)C2)o1 (centres undefined)	5	1	10	96	-0.7	98	1	3	11
COc1cccc(C(=O)Nc2ccc3c(C)cc(=O)oc3c2)c1	x	x	3	81	-6.0	85	x	0	x
O=C(NCc1cccs1)C1CCCN1S(=O)(=O)c1ccccc1F (centres undefined)	2	3	-2	103	-1.7	105	-5	0	-1
CCOc1ccc(S(=O)(=O)N(CC(=O)NC2CCCCC2C)Cc2ccco2)cc1 (centres undefined)	1	-6	0	89	0.4	101	7	3	-6
O=C(COc1ccc2c3c(c(=O)oc2c1)CCC3)NC1CCN(Cc2ccccc2)CC1	6	2	-1	117	-1.4	123	7	0	6
Cn1cc(S(=O)(=O)N2CCN(c3ccccc3F)CC2)c(=O)n(C)c1=O	0	0	18	93	2.4	92	-2	1	2
CN(C)c1ccc(C(=O)N2CCN(C(=O)C3CCCO3)CC2)cc1 (centres undefined)	x	x	3	107	x	98	0	0	x
O=C(c1ccc2c(c1)OCO2)N1CCCN(C(=O)c2ccc3c(c2)OCO3)CC1	1	-2	15	113	-0.5	111	-2	0	-4
CC1=C(C(=O)Nc2nc3ccccc3s2)C(c2ccco2)C(C#N)=C(SCC(=O)NC2CCCCC2)N1 (centres undefined)	3	-30	11	104	2.8	106	-2	5	-5
O=C(NCc1ccncc1)C1CCN(C(=O)c2cccc(Cl)c2)CC1	-1	-1	-13	u	1.7	u	6	0	-1
CCCCC[C@H]1CN(CCCC)C(=O)[C@@H]1CC(=O)NCc1ccc(OC)cc1	1	5	31	66	-2.2	74	3	0	-8
CCOc1nc(CC(C)C)c2c(c1C#N)CC(C)(C)OC2	-3	-4	-1	90	1.5	96	4	0	-5
O=C(NCC1CCCO1)c1ccc(N2C(=O)C3CCCCC3C2=O)cc1 (centres undefined)	-1	2	3	94	3.6	105	-1	1	-1
CCOC(=O)CSc1nc2c(sc(=S)n2-c2ccccc2OC)c(=O)n1Cc1ccco1	7	19*	-12	99	-2.1	103	-3	0	10
Cc1ccc(CN2CCSc3ccc(C(=O)NCCCN4CCN(C)CC4)cc32)cc1	4	0	21	104	-0.3	91	3	0	5
COc1ccc(-c2sc3ccc(N4CCOCC4)cc3c2C#CCO)cc1	x	x	-10	102	x	103	-3	2	x
Cn1nc(C(=O)N2CCc3ccccc3C2)c2ccccc2c1=O	4	15	3	103	1.1	102	0	1	4
COc1ccc(NC(=O)CCS(=O)(=O)c2ccc(Cl)cc2)cc1	-4	-4	9	97	-2.0	97	-2	0	-14
CC(=O)c1ccc(OC(=O)CN2C(=O)c3ccccc3C2=O)cc1	2	4	-12	89	0.3	95	1	2	-2
CCOc1ccccc1N(C(=O)c1ccccc1Cl)C1=NC(C)(C)CS1	6	-3	30	89	1.1	73	5	0	4
CCOC(=O)C1=C(CC)NC2=C(C(=O)CCC2)C1c1ccc(OC)c(OC)c1 (centres undefined)	10	-1	6	95	0.9	96	1	0	7
COc1ccc(CNC(=O)C2(CC3CC(c4ccccc4)=NO3)CCN(C(=O)C3CCCC3)CC2)cc1 (centres undefined)	1	2	7	72	-2.1	79	-4	2	-3

Source: PubChem BioAssay (several laboratories)
